# High-throughput results: PubChem, NCI
# All columns: NCI-60 one-dose screen, growth in % after 48 h at 10 µM unless noted; 100 = growth as untreated, 0 = no growth, -100 = all killed.
# SR: SR leukemia cells; actives 8.7% (n = 73,000); AID 1794780
# MDA-MB-231: MDA-MB-231 breast cancer. actives 5% (n = 81,000)
# MOLT-4: MOLT-4 leukemia cells | actives 6.9% (n = 80,000)
# BT-549: BT-549 breast cancer | actives 4.4% (n = 78,000) | AID 1794793
# T-47D: T-47D breast cancer; actives 5% (n = 79,000)
# MDA-MB-468: MDA-MB-468 breast cancer | actives 8.5% (n = 78,000)
# K-562: K-562 leukemia; actives 7.4% (n = 78,000); AID 1794777
# MCF7: MCF7 breast cancer; actives 6.3% (n = 82,000)
# An asterisk follows results filed as active; . = not tested or not shown; & = joins results of further samples. How the source made its calls: active means growth percent below 10; inactive means the rest.
1: O=C1C2=C(Nc3ccccc3N2)OC1c1ccc(Cl)cc1 (stereo not drawn)
2: CCn1c(-c2ccc(Br)cc2)cc(-c2cccn2C)c(C#N)c1=O
3: COc1ccc(-c2nnc(COc3ccc(-c4nnc(N)s4)cc3)o2)cc1
4: CCOC(=O)Nc1nn[nH]n1
5: CCOC(=O)CCCCl
6: c1ccc(CCNCc2cccs2)nc1
7: NS(=O)(=O)c1ccc(NC(=O)CSc2nc3ccccc3c(=O)n2-c2ccc(S(=O)(=O)Nc3ccc(Cl)nn3)cc2)cc1
8: CN(C)c1cccc2c(S(=O)(=O)Nc3ccc4nc(N)sc4c3)cccc12
compound no.	1	2	3	4	5	6	7	8
K-562	85	100	104	110	.	113	102	24
T-47D	92	93	101	113	94	99	99	48
MDA-MB-231	87	100	96	104	97	101	103	65
BT-549	114	136	102	106	106	104	112	72
MDA-MB-468	84	80	90	101	113	107	104	.
MCF7	94	97	84	103	96	104	94	59
MOLT-4	86	102	100	98	97	96	102	62
SR	96	95	93	103	97	106	97	48

9: COc1cc2c(cc1OC)C(=O)/C(=C/c1ccc(OCc3ccccc3)c(OC)c1)C2
10: O=C(NCc1cccnc1)c1cc(-c2csc3c(=O)cc(N4CCOCC4)oc23)cc2c1OCCO2
11: S=c1ssnc1-c1cccs1
12: COc1ccc(-c2nc3cc(OC)cc(OC)c3c3c2c(=O)n(C)c(=O)n3C)cc1
13: CCN(CC)CCn1nc2c3c(cccc3c1=O)-c1ccccc1-2
14: CC1N=C(SCC(=O)c2ccc(Cl)cc2)N2C(C)N=C(SCC(=O)c3ccc(Cl)cc3)N12 (stereo not drawn)
15: COC(=O)[C@@H]1CSCN1C(=O)C1=C(C)NC(=S)NC1c1ccc(O)c(OC)c1 (stereo partly drawn)
16: CC(=O)c1c(O)c(C)c(O)c2c1OC1=CC(=O)C(C(C)=O)C(=O)C12C (stereo not drawn)
compound no.	9	10	11	12	13	14	15	16
K-562	87	25	73	128	14	98	85	69
T-47D	86	.	93	107	9.5*	94	119	102
MDA-MB-231	89	21	89	99	38	91	102	96
BT-549	101	54	116	114	59	104	87	56
MDA-MB-468	96	11	.	92	26	104	.	.
MCF7	94	8.3*	92	111	4.4*	94	112	128
MOLT-4	93	.	85	135	4.1*	98	98	72
SR	86	.	99	123	4.6*	100	47	58

17: Cc1ccc(OCC(O)CN2CCN(c3cccc(C)c3)CC2)cc1 (stereo not drawn)
18: CCN1C(=O)N(CC)C2Nn3c(s/c(=C4\C(=O)N(CC(C)C)c5ccccc54)c3=O)=NC21 (stereo not drawn)
19: C[C@@]12c3cc4c(cc3CCN1C(=O)O[C@H]2c1ccccc1Br)OCO4
20: O=C(Nc1ccc(Cl)c([N+](=O)[O-])c1)Nc1ccc(Cl)c([N+](=O)[O-])c1
21: COc1ccc(-c2[nH]c(=S)[nH]c(=O)c2C#N)cc1
22: Clc1ccc(I)c2ccccc12
23: CCn1cc(C(=O)O)c(=O)c2cc(F)c(N3CCN(CC(=O)Nc4ccc(S(=O)(=O)Nc5ncccn5)cc4)C(C)C3)c(F)c21 (stereo not drawn)
24: CCCn1c(NC(=O)c2cccc([N+](=O)[O-])c2)nc2ccccc21
compound no.	17	18	19	20	21	22	23	24
K-562	115	16	96	20	94&104	102	99	30
T-47D	114	46	69	1.9*	99&109	97	109	34
MDA-MB-231	101	20	88	17	96&103	110	104	66
BT-549	105	53	110	-12*	112	95	116	84
MDA-MB-468	108	16	77	-27*	103&110	107	102	59
MCF7	101	26	99	-5.9*	98&93	96	95	39
MOLT-4	98	49	93	22	100&104	99	106	51
SR	.	.	90	12	98&101	102	109	38

25: Cc1nn(C)c2ncnc(N/N=C/c3cccc(O)c3)c12
26: CN1CCN(Cc2ccc(NC(=O)c3cncc(C#Cc4nc(N)nc5[nH]ncc45)c3)cc2C(F)(F)F)CC1
27: O=C(O)CN1C(=O)/C(=C/C(Cl)=C/c2ccccc2)SC1=S
28: CCCCCCN(CCCCCC)CC(O)c1ccc(Br)c2ccccc12 (stereo not drawn)
29: CCOC(=O)[C@@H]1CSC([C@@H](C)[C@H]2CC[C@H]3[C@@H]4CCC5=CC(=O)CC[C@]5(C)[C@H]4CC[C@]23C)N1C(=O)c1ccccc1 (stereo partly drawn)
30: O=CN1N=C(c2ccc(Nc3nc(NCCO)nc(NCCO)n3)cc2)CC1c1ccc(Cl)cc1 (stereo not drawn)
31: CCN1CCN(CC(=O)Nc2nc3ccc(NCc4ccc(C)cc4)cc3s2)CC1
32: CCOC1(C)C(=O)C(C)(C)C1(C)Cl (stereo not drawn)
compound no.	25	26	27	28	29	30	31	32
K-562	85	4.8*	98	85	27	102	-0.5*	95
T-47D	74	94	91	60	25	78	51	100
MDA-MB-231	74	100	95	77	74	113	59	129
BT-549	93	83	108	94	51	89	88	105
MDA-MB-468	98	35	.	99	35	101	68	.
MCF7	63	69	93	79	24	95	36	92
MOLT-4	84	8.0*	113	98	24	86	50	102
SR	78	.	115	67	35	90	7.2*	97

# Individual results from above:
# MDA-MB-231 result of Cc1nn(C)c2ncnc(N/N=C/c3cccc(O)c3)c12 reads 74
# MDA-MB-231 result of CN1CCN(Cc2ccc(NC(=O)c3cncc(C#Cc4nc(N)nc5[nH]ncc45)c3)cc2C(F)(F)F)CC1 reads 100
# SR result of CCN1CCN(CC(=O)Nc2nc3ccc(NCc4ccc(C)cc4)cc3s2)CC1 reads 7.2*

# Continuation:
33: COc1cc(Cn2c(SCc3ccc(Cl)cc3)nc3ccccc3c2=O)cc(OC)c1OC
34: CC1(C)CC[C@]2(C(=O)Nc3ccccn3)CC[C@]3(C)C(=CC[C@@H]4[C@@]5(C)Cc6c([nH]c7ccccc67)C(C)(C)[C@@H]5CC[C@]43C)[C@@H]2C1
35: Nc1[nH]nc2ncccc12
36: Cc1n[nH]c2c([N+](=O)[O-])c(=O)[nH]c(=O)n12
37: CN(NC(=O)NN(C)C(=O)c1ccccc1)C(=O)c1ccccc1
38: S=c1[nH]nc2sc3ccccc3n12
39: O=c1ncn(C2CCCCC2)c(=O)[nH]1
40: NC(N)=NC(N)=NCCCCc1ccccc1
compound no.	33	34	35	36	37	38	39	40
K-562	62	89	100	106	95	107	103	71
T-47D	64	92	94	107	105	101	98	104
MDA-MB-231	65	101	100	107	89	97	.	90
BT-549	97	106	.	103	130	116	107	88
MDA-MB-468	76	92	98	119	88	122	106	46
MCF7	79	87	95	93	102	98	99	77
MOLT-4	50	85	93	95	92	93	84	90
SR	56	105	.	102	97	89	101	45

41: CSCCC(NC(=O)C(Cc1ccc(O)cc1)NC(=O)CCCc1cccs1)C(=O)NCC(=O)O (stereo not drawn)
42: Cc1nc(N)nc(N(C)c2ccccc2)c1Br
43: O=C1c2nc3n(c2C(=O)c2nc4n(c21)CCCC4)CCCC3
44: Clc1ccc(C2=CCCCC2)cc1
45: c1ccc(-c2cc3cc4ccccc4cn3c2)cc1
46: C[N+](C)(CCOc1ccccc1)Cc1ccccc1
47: COc1cc(-c2nnc(SCc3nc4ccc(Cl)cc4n3CCO)o2)cc(OC)c1OC
48: O=C(O)CC=C(c1ccccc1)c1ccccc1
compound no.	41	42	43	44	45	46	47	48
K-562	108	59	107	109	64	.	56	108
T-47D	112	88	99	105	.	86	92	77
MDA-MB-231	106	97	97	114	82	98	85	88
BT-549	115	103	.	.	.	74	119	104
MDA-MB-468	115	.	96	97	80	62	95	101
MCF7	102	99	101	96	89	89	102	95
MOLT-4	112	86	111	126	83	88	40	90
SR	110	90	101	107	67	.	.	89

49: N#Cc1ccccc1[N+](=O)[O-]
50: CCC(CCN)(CCN)[N+](=O)[O-]
51: CC(=O)Nc1c(C)cc(C)cc1C
52: CCOC(=S)SCCc1ccccc1
53: O=C1OC(Oc2ccccc2)(c2ccccc2)c2ccccc21 (stereo not drawn)
54: Cc1ccc(C(C)C)cc1NC(=O)Nc1ccc([N+](=O)[O-])cc1
55: O=C(NC1CCCCC1)c1csnn1
56: O=C(NCCN1CCOCC1)Nc1ccc(-c2cc3c(Nc4ccc(Oc5cccc(C(F)(F)F)c5)c(Cl)c4)ncnc3s2)cc1
compound no.	49	50	51	52	53	54	55	56
K-562	107	104	96	100	55	18	99	-30*
T-47D	83	103	98	.	100	0.4*	94	-1.2*
MDA-MB-231	106	98	114	113	98	36	100	12
BT-549	97	95	105	98	102	-1.5*	102	40
MDA-MB-468	104	100	108	97	112	4.0*	96	-28*
MCF7	92	91	96	106	117	-10*	107	-2.2*
MOLT-4	108	108	97	93	76	-23*	100	-4.4*
SR	102	103	99	101	79	3.1*	99	4.8*

57: O=S(=O)(NCCNc1nccc(-c2c(-c3ccc(F)cc3)nc3sccn23)n1)c1ccc(O)cc1
58: CCC(=O)C[n+]1cccc2c3ccccc3ccc21
59: N#Cc1nn(-c2cc(=O)[nH]c3ccccc23)c(N)c1C#N
60: COc1ccc(-c2nn3c(-c4cc(F)c(Cl)cc4Cl)nnc3s2)cc1
61: CC(=O)Nc1ccc(N)cc1
62: COc1ccc(OCC(O)CN2CCN(c3ccccc3C)CC2)cc1 (stereo not drawn)
63: c1ccc(-c2nnc3nc(N4CCCCC4)nc(N4CCCCC4)n23)cc1
64: COc1cc(-c2nc(-c3ccccc3)[nH]c2-c2ccnc(NCCCNS(=O)(=O)c3ccc(Br)cc3)n2)ccc1Cl
compound no.	57	58	59	60	61	62	63	64
K-562	37	79	72	16	92	88	79	47
T-47D	38	96	86	50	90	101	90	48
MDA-MB-231	74	100	84	55	106	96	102	76
BT-549	64	80	97	54	101	86	108	100
MDA-MB-468	62	56	94	.	105	103	93	70
MCF7	21	91	94	18	95	99	91	46
MOLT-4	35	97	88	22	95	100	69	39
SR	13	99	75	13	91	.	78	54

# Part of the list above in order of SMILES length, low to high.
59: N#Cc1nn(-c2cc(=O)[nH]c3ccccc23)c(N)c1C#N
60: COc1ccc(-c2nn3c(-c4cc(F)c(Cl)cc4Cl)nnc3s2)cc1
57: O=S(=O)(NCCNc1nccc(-c2c(-c3ccc(F)cc3)nc3sccn23)n1)c1ccc(O)cc1
64: COc1cc(-c2nc(-c3ccccc3)[nH]c2-c2ccnc(NCCCNS(=O)(=O)c3ccc(Br)cc3)n2)ccc1Cl
compound no.	59	60	57	64
K-562	72	16	37	47
T-47D	86	50	38	48
MDA-MB-231	84	55	74	76
BT-549	97	54	64	100
MDA-MB-468	94	.	62	70
MCF7	94	18	21	46
MOLT-4	88	22	35	39
SR	75	13	13	54

# (more compounds)
65: CC1(C)CC[C@]2(C(=O)N3CCOCC3)CC[C@]3(C)C(=CC[C@@H]4[C@@]5(C)CC[C@H](NCO)C(C)(C)[C@@H]5CC[C@]43C)[C@H]2C1
66: O=C(O)c1cc(=O)c2c(OCC(O)COc3cccc4oc(C(=O)O)cc(=O)c34)cccc2o1
67: C[N+]1(CC(=O)c2ccccc2)CCCCC1
68: CCOC(=O)c1nc(Nc2ccc(NC(=O)Nc3ccc(OC)cc3)cc2)c2ccccc2n1
69: CCCCCCCCCCOc1ccc(/C=C/C(=O)c2ccc(OC)cc2)cc1
70: Cc1ccc2c(c1)sc(-c1ccc(N(C)C)cc1)[n+]2C
71: O=C(CCCCCCCCC(=O)Nc1cccc(C2=NCCN2)c1)Nc1cccc(C2=NCCN2)c1
72: Cc1cc(Nc2ccc(CCO)cc2)nc(N)n1
73: Nc1cc(C(=O)O)[nH]c(=S)n1
compound no.	65	66	67	68	69	70	71	72	73
K-562	.	118	114	89	91	-22*	73	112	115
T-47D	-72*	95	99	106	87	1.4*	81	111	105
MDA-MB-231	-98*	103	110	80	104	2.8*	101	109	100
BT-549	-92*	104	.	89	103	12	92	83	69
MDA-MB-468	-97*	103	101	113	94	-11*	118	101	95
MCF7	-80*	96	96	86	92	3.8*	50	97	96
MOLT-4	.	108	107	91	93	-42*	89	114	101
SR	.	93	109	78	105	.	65	106	94

# Whole records from above. Order of values: K-562 | T-47D | MDA-MB-231 | BT-549 | MDA-MB-468 | MCF7 | MOLT-4 | SR
# O=C(O)c1cc(=O)c2c(OCC(O)COc3cccc4oc(C(=O)O)cc(=O)c34)cccc2o1 as listed: 118 | 95 | 103 | 104 | 103 | 96 | 108 | 93
# Cc1ccc2c(c1)sc(-c1ccc(N(C)C)cc1)[n+]2C as listed: -22* | 1.4* | 2.8* | 12 | -11* | 3.8* | -42* | .
